Pf apPOL inh – Pf-apPOL DNA polymerase inhibition; Recombinant Pf-apPOL, molecular beacon fluorescence, 1.5 h; inhibition, % at 10 µM; 210,000 compounds, 0.25% hits
mHTT-CaM PPI inh – disrupts binding of mutant huntingtin to calmodulin | inhibition, % at 15 µM | 190,000 compounds, 3.6% hits | AID 1671202 | P42858 | AlphaScreen His-mHTT/GST-CaM binding, luminescence;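 also: 0% = both proteins with DMSO and 100% = one protein alone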
* marks the source's active call; other numbers are inactive results; nt = not tested or not shown; & = joins results of further samples. Rule as the data show it: active = inhibition above about 50%; inactive = the rest.

Order of values: Pf apPOL inh, mHTT-CaM PPI inh
COc1ccc(/C=C/c2nc(N)nc(-c3ccccc3O)n2)cc1
  -5, 32
CC(=O)Nc1ccc(C(=O)NCCNS(=O)(=O)c2ccc3c(c2)CCCC3)cc1
  -5, -3
CCc1ccc(NC(=O)CN(c2ccc(Cl)cc2C)S(C)(=O)=O)cc1
  -3, -2
O=C1Nc2cc(Cl)c(Cl)cc2N(O)N1c1cc(Cl)cc(Cl)c1
  2, 5
Cc1ccc(C)c(OCC(=O)Nc2ccc3c(c2)OCO3)c1
  2, 18
CC1=C(C(=O)OC(C)(C)C)C(c2ccc3ccccc3c2)NC(=O)N1C (stereo not given)
  2, nt
O=C(Cc1cccs1)N1CCN(c2ncnc3c2nnn3Cc2ccccc2)CC1
  -12, 14
CC(C)CN(CCCNC(=O)CC(C(=O)N1CCc2ccccc21)n1ccnc1)CC(C)C (stereo not given)
  -16, -7
O=C(Nc1ccccc1C(=O)O)c1ccc(Cl)cc1
  -7, nt
COc1ccc(Cc2nnc(NC(=O)c3ccco3)s2)cc1
  -4, 2
C[n+]1ccc(/C=C/c2ccccc2F)c2ccccc21
  -4, 6
O=C(O)c1cc(NC(=O)c2cccc([N+](=O)[O-])c2)cc(C(=O)O)c1
  -6, 0
O=C1CN(S(=O)(=O)c2ccc3c(c2)C(=O)c2ccccc2-3)CC(=O)N1
  -4, 6
CCOc1ccc2nc(NC(=O)c3cn(CC)c4nc(C)ccc4c3=O)sc2c1
  -14, -3
Cc1cccc(-c2noc(C3CCN(CC(=O)Nc4ccc5c(c4)OCO5)CC3)n2)c1
  -3, 2
CN1CCC(N2CCN(C(=O)C3CCN(c4cncnc4N4CCCC4)CC3)CC2)CC1
  -1, 2
Cc1cccc(C2C3=C(CC(C)(C)CC3=O)N=C3c4ccccc4C(=O)C32)c1 (stereo not given)
  -1, 8
CC(C(=O)NC1CCCC1)N(c1ccccc1)S(C)(=O)=O (stereo not given)
  -7, -3
CC(C)COc1ccc(-c2nc3s/c(=C\c4ccco4)c(=O)n3n2)cc1
  -1, 5
CC(C)n1c(C2CCN(C(=O)Cc3ccccc3)C2)nc2ccncc21 (stereo not given)
  3, 2
O=C(COc1ccccc1)N1CCN(c2nc(CN3CCCCC3)cs2)CC1
  -3, 10
Cn1cc(-c2ccncc2)cc1C(=O)NCc1ccccc1Br
  -2, 34
O=C(Nc1cccc(-c2cn3ccccc3n2)c1)c1ccc([N+](=O)[O-])cc1
  0, 2
O=C(Nc1nc(-c2csc(NC(=O)c3cccs3)n2)cs1)c1cccs1
  4, -8
Cn1c(=O)c2c(nc(Cl)n2CC(=O)NC(C)(C)C)n(C)c1=O
  11, 4
O=C(NCCc1csc(-c2ccccc2)n1)C1CSCN1C(=O)C1CCC1 (stereo not given)
  -2, 3
COc1cc(NC(=O)c2ccc(Cl)cc2[N+](=O)[O-])c(OC)cc1Cl
  -6&-3, 5&0
CCCNc1cc(N2CCC(CCC(=O)N3CCC(COC)CC3)CC2)ncn1
  -1, 9
Cc1ccc(N2NC(=O)/C(=C\c3ccccc3OCC#N)C2=O)cc1Cl
  2, 78*
S=c1[nH]c(-c2ccccc2)c(-c2ccccc2)o1
  3, 6
COC(=O)c1ccc(NC(=O)C(=O)NCC2CCN(Cc3cccs3)CC2)cc1
  -2, -6
CC(C)Cn1c(=O)c(C(=O)NC2CCCCCC2)nc2cccnc21
  -5, 13
C=CCn1c(SCC(=O)O)nnc1-c1ccc(Cl)cc1Cl
  0, -9
O=C1c2ccc(Oc3ccc([N+](=O)[O-])cc3[N+](=O)[O-])cc2C(=O)N1c1cccc([N+](=O)[O-])c1
  6, 26
CC(C)(C)NS(=O)(=O)c1ccc2oc3cc(-n4cnnn4)ccc3c2c1
  nt, -4
Oc1oc(-c2ccc(Cl)cc2)nc1C=Nc1ccccc1I
  -1, 4
COc1cccc(NC(=O)Nc2nnc(-c3ccc(F)cc3)s2)c1
  -8, -2
O=C(Cc1ccccc1)Nc1cccc(NC(=O)c2ccccc2)c1
  -7, 0
CCc1nc2c(NC(=O)c3sccc3C)cccn2n1
  -4, 0
Cn1c(-c2ccccc2)nc2cnccc21
  -2, -1
CN1CCN(CC(=O)N2c3ccccc3Sc3ccc(Cl)cc32)CC1
  2, 14
CC1CC(C)(C)Nc2ccc(O)cc21 (stereo not given)
  nt, 3
COc1ccc2occ(C(=O)c3ccc(N=C(C)N(C)C)cc3)c2c1
  -97, -2
CN(C)C1N(C(=O)c2cccc([N+](=O)[O-])c2)N=C2c3ccccc3S(=O)(=O)N21 (stereo not given)
  -1, 6
CCCc1cc2c(=O)c(-c3ccc4c(c3)OCCCO4)coc2cc1OC(=O)N(C)C
  -9, -1
COc1ccc(OC)c(CN2CCC(C(=O)N(CCO)Cc3ccccc3)CC2)c1
  2, -3
O=C(NCc1ccccc1Cl)C1c2ccccc2CCN1C(=O)C1CC1 (stereo not given)
  -5, -10
COc1ccc(-c2ncc3c(n2)CCN(C(=O)COc2ccccc2)C3)cc1
  -4, 32
Cn1ncc(N2CCCC(C(=O)NCCCN3CCCCC3)C2)cc1=O (stereo not given)
  -3, -2
CC(O)C=Cc1cccc[n+]1C (stereo not given)
  -2, nt
Cc1nc(N(C)C)c2c(C)noc2n1
  -8, -4
CN(C(=O)Cc1ccccc1)c1ccccc1
  -3, 34
O=C(CSCc1ccccc1)Nc1nnc(-c2ccsc2)o1
  -19, 42
Cc1ccc(C2C3=C(CCCC3=O)Nc3nc(SCc4ccccc4)nn32)cc1 (stereo not given)
  0, 10
CCOc1cccc2cc(C(=O)Nc3nnc(-c4csc(C)n4)o3)oc12
  16, 55*
O=C(c1ccccc1)N1CC2CC1CC2NS(=O)(=O)c1cccnc1 (stereo not given)
  -2, -2
O=C(c1ccc(F)cc1)N1CCN(c2nc(-c3cccnc3)nc3ccccc23)CC1
  7, 24
CCCCN(C)C(=O)c1sc2cc(F)ccc2c1Cl
  -1, -97
CCOC(=O)N1CCc2nn(CC(=O)Nc3ccc(F)cc3C)c(=O)cc2C1
  -1, 2
c1cncc(C2Oc3ccccc3C3CC(c4cccs4)=NN32)c1 (stereo not given)
  -37, 25

New compounds follow
Order of values: Pf apPOL inh, mHTT-CaM PPI inh
COC(=O)c1ccc(C=C2Oc3c(CN4CCN(C)CC4)c(O)cc(C)c3C2=O)cc1
  -20, 24
COc1cc(C(=O)Nc2ccc(O)c(-c3nc4cc(C)c(C)cc4o3)c2)cc(OC)c1OC
  -2, 27
CC(C)c1ccc(-n2nnnc2SCC(=O)Nc2ccc(S(N)(=O)=O)cc2)cc1
  1, 29
COc1ccc(-c2oc(N=CN3CCCCCC3)c(C#N)c2-c2ccc(OC)cc2)cc1
  3, 20
Cc1nn2c(CNC(=O)c3ccc(C)c(C)c3)c(C)nc2s1
  -4, 9
COCCc1noc(Cn2ccnc2C)n1
  -4, -9
CCOc1ccc(C(=O)Cn2c(=O)n(Cc3ccco3)c(=O)c3ccc(Cl)cc32)cc1Cl
  -1, 3
CCCc1ccc(Oc2c(C(F)(F)F)oc3c(C)c(OC)ccc3c2=O)cc1
  -12, -8
CC(=O)c1ccc(N2CCN(S(=O)(=O)CCCOc3ccc(F)cc3)CC2)cc1
  -4, 3
COc1ccc(Br)cc1C(=O)Nc1ccc(NC(=O)C(C)C)cc1
  -4, 0
CCOC(=O)c1c(-c2ccccc2)oc2cc(Br)c(OC)cc12
  3, -13
COc1cccc(C(CC(=O)N2CCOCC2)c2cnc3n2CCCC3)c1 (stereo not given)
  -1, -5
O=C(NCc1ccc2c(c1)OCO2)C(=O)Nc1ccc2c(c1)OCO2
  -4, 4
CCCCOc1ccc(C(=O)Nc2c3c(nn2C(C)(C)C)CSC3)cc1
  1, 6
COc1ccc(CN(CCC(C)C)S(=O)(=O)c2ccccc2Br)c(OC)c1
  -2, -29
Cc1ccc(CCNC(=O)C2CCCN(C(=O)Cc3cccc4ccccc34)C2)cc1 (stereo not given)
  -2, 10
O=C(Nc1c(F)c(F)c(F)c(F)c1F)C1CCCCC1
  3, -5
Cc1ccccc1C(=O)NC(NCC1CCCO1)C(Cl)(Cl)Cl (stereo not given)
  -3, 0
CC1(C)CC(=O)C(C2(O)C(=O)Nc3ccccc32)CO1 (stereo not given)
  -1, -9
NS(=O)(=O)c1ccc(CNC(=O)c2ccc(Br)o2)cc1
  -1, -1
O=C(CN1C(=O)C(c2ccccc2)=NC12CCCCC2)Nc1cccc(Cl)c1
  -11, 89*
COc1cccc(-c2nc(C=Nc3ccc(I)cc3)c(O)o2)c1
  -5, 1
CCOC(=O)CSC(=O)c1cccnc1Oc1ccccc1
  -4, nt
O=C(CSc1nc2c(c(=O)n1-c1ccc(F)cc1)SCC2)NCc1ccc(F)cc1
  0, -3
CC(=O)N1N=C(c2ccc(C)cc2)CC1c1cc2cc3c(cc2nc1Cl)OCCO3 (stereo not given)
  -5, 2
CC(C)C(=O)NCC(c1ccc(N(C)C)cc1)N1CCN(c2ccc(F)cc2)CC1 (stereo not given)
  -7, 18
COc1ccccc1CN[C@@H]1CC[C@@]23CCCN2C(=O)CCC[C@H]3C1
  1, 2
COc1cccc(C2CC(c3ccccc3C)n3nnnc3N2)c1 (stereo not given)
  -8, 9
CC1(C)CCC2=C(O1)c1ccccc1C(=O)C2=O
  4&2, nt
CSc1ccc(S(=O)(=O)NCc2ccco2)cc1
  -13, 1

Among those listed so far, these contain bromine.
Order of values: Pf apPOL inh, mHTT-CaM PPI inh
Cn1cc(-c2ccncc2)cc1C(=O)NCc1ccccc1Br
  -2, 34
COc1ccc(Br)cc1C(=O)Nc1ccc(NC(=O)C(C)C)cc1
  -4, 0
CCOC(=O)c1c(-c2ccccc2)oc2cc(Br)c(OC)cc12
  3, -13
COc1ccc(CN(CCC(C)C)S(=O)(=O)c2ccccc2Br)c(OC)c1
  -2, -29
NS(=O)(=O)c1ccc(CNC(=O)c2ccc(Br)o2)cc1
  -1, -1

Other compounds follow.
Order of values: Pf apPOL inh, mHTT-CaM PPI inh
CC(C)CC(=O)Nc1c(-c2cccc(F)c2)nc2ccccn12
  0, -3
N#C/C(=C/Sc1ccccc1F)C(=N)N
  nt, 7
O=C1c2ccccc2C(=O)C1(Nc1cccc([N+](=O)[O-])c1)c1ccccc1
  3, 37
Cc1ccc(NC(=O)COc2cc(C)nc(N3CCCCC3)n2)cc1
  0, -5
COc1cc(OC)c(C(C)=O)c(OC)c1
  -4, -2
CC(C)(C)NC(=O)c1nn2c(C(F)(F)F)cc(-c3ccco3)nc2c1Br
  -2, 4
O=c1oc2ccccc2cc1-c1csc(NC2CCCCC2)n1
  -5, -93
C(=Nc1ccc2nc(-c3ccccc3)[nH]c2c1)c1ccccc1
  -4, 48
Cc1ccc(CNC(=O)C2(C)CCCN(C(=O)Nc3ccc(C)cc3C)C2)cc1 (stereo not given)
  -8, -8
C=CCNC(=O)c1ccc(OC)cc1OC
  -6, 2
COc1ccccc1/C=C/C=c1\sc2ncnn2c1=O
  -4, 6
COC(=O)c1ccc(NC(=O)C(=O)NCC(c2cccn2C)N2CCCC2)cc1 (stereo not given)
  -6, 9
CC(C)c1c(C#N)c(N)nc2sc(C(=O)c3ccccc3)c(N)c12
  -4, -12
COc1ccc(N2CCN(c3nccc(-n4nc(C)cc4C)n3)CC2)cc1
  -1, -6
O=c1oc2ccc(Cl)cc2n1CNc1ccccc1F
  63*, 3
COc1cc(S(=O)(=O)NCCN2CCOCC2)ccc1F
  -6, -35
O=C(c1noc2c1CCCC2)N1CCN(c2ccc(F)cc2)CC1
  -4, -9
Cc1nc2nc(SCC(=O)NC3CCCC3)nn2c(C)c1Cc1ccccc1Cl
  0, 34
O=C(O)c1ccc(N=CC2C(=O)NC(=O)N2c2ccccc2)cc1 (stereo not given)
  -6, -9
O=C(CSc1nc2ccccc2o1)Nc1ccccc1Oc1ccccc1
  20, -65
O=c1cc(CN2CCC3(CC2)OCCO3)c2ccc(O)c(O)c2o1
  44, 3
CCCNC(=O)c1cc(-c2ccccc2OC)nn1C
  -5, -4
O=C(O)C(Cc1ccccc1)NS(=O)(=O)c1ccccc1C(F)(F)F (stereo not given)
  8, -3
O=C(Nc1cccnc1N1CCOCC1)c1ccccc1
  2, 7
CCOc1ccc(NC(=O)NCc2ccnc(N(CC)CC)c2)cc1
  0, 8
CCN(C(=O)c1coc(=O)c2ccccc12)c1cc(Cl)ccc1OC
  -7, -1
C=C(C)c1cccc(C(C)(C)NC(=O)N2CCN(c3ccccn3)CC2)c1
  -3&-3, 6&0
Cc1cccc(-c2noc(C3CCCN3C(=O)Cc3cccc(F)c3)n2)c1 (stereo not given)
  3, 25
CCCn1c(C2CCN(C(=O)c3ccc(Br)cc3)C2)nc2cccnc21 (stereo not given)
  -7, 1
CC1CCCCN1S(=O)(=O)c1ccc(F)c(C(=O)Nc2cccc(Cl)c2Cl)c1 (stereo not given)
  -2, -7

Compound profiles, from the list above. Order of screens: Pf apPOL inh | mHTT-CaM PPI inh
`CC(C)c1c(C#N)c(N)nc2sc(C(=O)c3ccccc3)c(N)c12` in the list: -4 | -12
`CCCNC(=O)c1cc(-c2ccccc2OC)nn1C` in the list: -5 | -4

Entries shown so far containing an NH in an aromatic ring:
Order of values: Pf apPOL inh, mHTT-CaM PPI inh
S=c1[nH]c(-c2ccccc2)c(-c2ccccc2)o1
  3, 6
C(=Nc1ccc2nc(-c3ccccc3)[nH]c2c1)c1ccccc1
  -4, 48

Screens from PubChem BioAssay.
